# DAX1 inh-1 = inhibits human nuclear receptor DAX1; P51843; inhibition, % at 6.75 µM; 0.99% of 340,000 active; AID 504766; HEK293 Gal4-DAX1 luciferase reporter, luminescence;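 active = inhibition above the mean over all tested compounds plus 3 SD, cut at about 4.2% in these data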;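 also: 0% = DAX1-transfected cells with DMSO and 100% = empty-vector control cells with DMSO; inhibition shows as a rise in luminescence from relieved DAX1 repression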
# Target sequence (P51843 207-470 limits assumed): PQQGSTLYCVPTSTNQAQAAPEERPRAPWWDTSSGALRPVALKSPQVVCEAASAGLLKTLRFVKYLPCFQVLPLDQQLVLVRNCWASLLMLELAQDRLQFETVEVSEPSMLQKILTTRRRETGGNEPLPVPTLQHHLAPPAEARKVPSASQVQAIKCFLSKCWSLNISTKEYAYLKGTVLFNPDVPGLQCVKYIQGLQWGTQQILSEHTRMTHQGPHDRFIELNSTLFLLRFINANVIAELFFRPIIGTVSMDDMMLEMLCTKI
# PLCb3 inh = blocks human PLC-beta3 enzyme activity; Q01970; Purified PLC-beta3, fluorogenic substrate, fluorescence; inhibition, % at 12.2 µM; 0.18% of 370,000 active; in the data active = inhibition above about 11%;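 also: 0% = median of compound wells on plate and 100% = full blocker control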
# HGIII-sPLA2 inh = Inhibits HGIII-sPLA2 liposome hydrolysis, primary screen; Q9NZ20; 0.56% of 370,000 active; inhibition, % at 12.2 µM; AID 743126; QFRET BODIPY PC-A2 liposome hydrolysis, fluorescence;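 active = inhibition above mean plus 3 SD of compounds lying within the high and low control bounds, cut at about 19% in these data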;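 also: 0% = median of test compound wells and 100% = no enzyme DMSO wells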
# DAX1 inh-2 = blocks DAX1 repression of SF-1 activated StAR promoter. HEK293T StAR-luciferase reporter, SF-1/DAX-1 repression relief. 1.1% of 370,000 active. inhibition, % at 6.8 µM. AID 652010;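 active = inhibition above the mean over all tested compounds plus 3 SD, cut at about 3.6% in these data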;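 also: 0% = DAX-1 cells with DMSO and 100% = cells lacking DAX-1 with DMSO; higher inhibition means more luminescence from relief of DAX-1 repression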
# GAA850 FXN act = frataxin GAA850 promoter activation; HEK293 lucGAA850 FXN promoter luciferase reporter, 24 h; percent of 10 µM SAHA response; activation, % at 6 µM; 0.56% of 360,000 active;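 active = activation above the average of all compounds screened plus 3 SD, cutoff fixed separately per campaign, cut at about 7.5% in these data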;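 also: 0% = DMSO wells and 100% = 10 µM SAHA wells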
# ssDAF12 agonist = activators of S. stercoralis DAF-12 nuclear receptor; activation, % at 6.8 µM; AID 652126; 1% of 370,000 active; HEK293 ssDAF-12/GRIP1 lit1-tk-luc reporter, luminescence; % of 3 µM dafachronic acid response;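 active = activation above the mean over all tested compounds plus 3 SD, cut at about 0.9% in these data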;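 also: 0% = DMSO-only wells and 100% = 3 µM delta7-dafachronic acid wells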
# SMARCA2 act = SMARCA2 function activation, primary screen; MG213 cells, MMTV-luciferase reporter, dexamethasone, overnight; activation, % at 9.1 µM; 1% of 370,000 active; AID 652017; in the data active = activation above about 7.8%;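 also: 0% = vehicle wells and 100% = reference activator wells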
# PG9 binder = PG9 antibody binding by small molecule; TR-FRET gp120-PG9 antibody binding; inhibition, % at 6.7 µM; 0.43% of 360,000 active; AID 624416; in the data active = inhibition above about 8.5%
# hcDAF12 agonist = activators of H. contortus DAF-12 nuclear receptor; 1.4% of 370,000 active; activation, % at 6.8 µM; HEK293 hcDAF-12 lit1-tk-luc reporter, luminescence; 0% DMSO, 100% Δ7-dafachronic acid;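 active = activation above the mean of all tested compounds plus 3 SD, cut at about 5.5% in these data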;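 also: 100% = response to 3 µM Δ7-dafachronic acid high control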
# hgDAF12 agonist = agonists of H. glycines DAF-12 nuclear receptor | AID 687014 | activation, % at 6.8 µM | 1.8% of 370,000 active | HEK293 GAL4-hgDAF12 UAS-luciferase reporter, agonist luminescence; normalized to butyrate control;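 active = activation above a cutoff set at the mean of all screened compounds plus 3 SD, cut at about 10% in these data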;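 also: 0% = DMSO wells and 100% = sodium butyrate wells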
# NR1D1 modulator = Rev-erb alpha (human) modulation | P20393 | Rev-erbα–FITC-DNA binding, fluorescence polarization, 90 min | activity, % at 10 µM | AID 1259318 | 0.79% of 370,000 active;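 active = activity above about 14%, limit read from the data; passing the limit was not always enough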;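 also: 0% = DMSO wells with 35 nM protein and 100% = DMSO wells with 750 nM protein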
# Target sequence (P20393 whole entry, looked up): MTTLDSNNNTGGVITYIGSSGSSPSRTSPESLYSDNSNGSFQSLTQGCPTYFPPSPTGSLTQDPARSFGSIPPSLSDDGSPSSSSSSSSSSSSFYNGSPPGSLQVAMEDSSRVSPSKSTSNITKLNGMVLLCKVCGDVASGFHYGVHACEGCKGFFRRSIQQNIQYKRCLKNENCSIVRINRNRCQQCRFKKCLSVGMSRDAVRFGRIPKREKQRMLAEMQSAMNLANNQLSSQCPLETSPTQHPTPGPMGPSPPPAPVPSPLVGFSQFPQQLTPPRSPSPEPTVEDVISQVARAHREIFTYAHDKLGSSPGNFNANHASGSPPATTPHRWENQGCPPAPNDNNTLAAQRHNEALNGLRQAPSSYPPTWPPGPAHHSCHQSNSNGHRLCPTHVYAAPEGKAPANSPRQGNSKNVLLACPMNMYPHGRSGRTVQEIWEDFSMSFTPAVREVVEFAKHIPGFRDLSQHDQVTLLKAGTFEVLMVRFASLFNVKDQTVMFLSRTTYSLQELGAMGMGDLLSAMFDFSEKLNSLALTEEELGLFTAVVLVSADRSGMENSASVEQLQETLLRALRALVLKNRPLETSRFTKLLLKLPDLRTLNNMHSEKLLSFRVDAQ
# Numbers without * were called inactive; i = inactive; . = no result given; & = joins results of further samples.
SMILES,DAX1 inh-1,PLCb3 inh,HGIII-sPLA2 inh,DAX1 inh-2,GAA850 FXN act,ssDAF12 agonist,SMARCA2 act,PG9 binder,hcDAF12 agonist,hgDAF12 agonist,NR1D1 modulator
NC(=O)c1nsc(C(=O)N(CC(=O)NCc2ccc3c(c2)OCO3)C2CCCC2)c1N,1.5,-48,-1,-0.7,1.4,-0.8,0,-0.7,-1.1,1.8,1
Cc1no[n+]([O-])c1COc1cccc(/C=N/Nc2nncn2N)c1,-4.0,-10,-1,-2.4,1.1,-1.8,-10,-1.2,-4.1,-5.5,2
Cc1ccc(CNc2ncnc3[nH]ncc23)cc1,0.5,-7,-2,-0.3,0.6,-1.3,0,-2.0,-0.6,0.7,5
CCOC1=C2[C@@H](CN(S(=O)(=O)c3ccc(C)cc3)[C@H]2c2ccccc2)[C@H]2C(=O)N(Cc3ccccc3)C(=O)[C@H]2C1,.,-11,-3,0.1,.,-0.5,3,1.5,0.8,3.5,3
N#Cc1ccccc1OCCCNC1CCCC1,0.4,3,3,0.1,-2.0,-1.2,2,-2.0,-0.6,3.3,-1
O=C(CN1C(=O)NC2(CCCCCC2)C1=O)Nc1ccc2c(c1)CCC2,0.3,-1,-7,-1.0,-0.1,-1.6,-4,-2.8,-2.1,-8.4,-2
CCCCN1C(C(=O)Nc2ncccn2)=C(O)c2ccccc2S1(=O)=O,2.0,-292,-12,-0.1,-0.9,-1.0,-2,-0.4,-1.4,-0.1,-6
O=C(Nc1ccccn1)c1ccc(S(=O)(=O)c2ccc(Cl)cc2)cc1,-0.9,-4,-8,-3.2,1.0,-1.1,-3,-2.9,-3.5,-1.4,4
CCN(CC)C(=O)C1CCCN(c2ccc([N+](=O)[O-])cc2[N+](=O)[O-])C1 (configuration not stated),-0.4,7,1,0.0,-0.8,-1.7,-1,-1.3,-1.6,-1.0,2
CCn1c2ccccc2c2cc(NC(=O)C/C(C)=N/NC(=O)c3ccccc3N)ccc21,2.6,-222,3,2.8,0.1,-0.4,2,-0.5,1.6,9.2,-2
CCCn1nc(NC(=O)CC(C)C)c2cc3cccc(C)c3nc21,3.3,-50,3,0.6,-1.2,-0.2,-1,3.1,-2.1,-0.6,20
COc1ccc(CN2CCNC(=O)C2CC(=O)N(C)Cc2ccccn2)cc1OC (configuration not stated),-1.1,-2,-3,0.4,3.7,-1.4,1,-0.7,0.8,-1.5,0
Cc1ccc(NC(=O)CCl)c(C)c1,-2.2,-5,8,-3.8,-1.4,-1.4,-2,0.0,2.7,-0.5,-3
COc1ccc(C(=O)NCCNc2ccc([N+](=O)[O-])cc2)cc1,-0.8,3,-2,-0.1,1.4,-0.7,1,-1.6,-1.4,-4.0,1
CC(C(=O)Nc1ccc(S(=O)(=O)N2CCOCC2)cc1)N1CCN(c2ccccn2)CC1 (configuration not stated),0.7,-6,2,-1.1,2.2,-0.8,1,-3.9,-2.0,-1.0,0
CC[C@H](C)[C@@H](CNC)NC[C@@H](Cc1ccc(O)cc1)NCC(C)(C)C,-0.6,2,0,1.0,-2.3,-1.1,0,-1.5,-0.6,-0.8,0
CC(=O)Nc1ccc(NC(=O)c2ccc(-n3c(C)ccc3C)cc2)cc1,0.7,-5,-11,1.0,0.2,-1.0,-1,-1.1,3.8,1.0,5
COc1cc(NC(=O)COc2ccc(F)cc2)nc(OC)n1,1.1,2,-5,-0.6,1.0,-1.8,-2,-1.5,-1.4,0.4,2
CCCn1c(=O)n(C)c(=O)c2c(SC(C)C(=O)NCC3CCCO3)nc(CC(C)C)nc21 (configuration not stated),-0.6,-6,11,-0.6,0.8,-0.7,-2,-0.5,3.5,-0.2,5
Cc1ccc(NS(=O)(=O)c2ccc3c(c2)N(C)CCO3)cc1,0.4,-9,-8,-0.8,2.3,-1.1,-4,-1.2,-1.3,-3.0,-5
COC(=O)c1ccc(COC(=O)CNC(=O)CNC(=O)c2ccc(OC)cc2)cc1,1.6,-2,4,0.5,-1.1,-1.6,-6,-0.5,-1.0,-1.3,-3
CCCCN1C2CCCC1CC(NC(=O)c1cccc(OC)c1)C2 (configuration not stated),0.5,-3,1,0.3,-0.4,-1.7,-2,-1.4,-1.5,-0.7,-3
CCOc1cc(C2NC(=O)CCC2[N+](=O)[O-])cc(Br)c1OCC (configuration not stated),2.4,-3,-2,-0.2,-1.4,-1.1,0,1.3,0.1,-2.0,2
Cc1cc(C)cc(N(CC(=O)NC2CCC(C)CC2)S(=O)(=O)c2ccc(Cl)s2)c1 (configuration not stated),.,-2,5,0.4,.,-0.2,3,.,-1.8,5.6,-5
COc1ccc(CNC(=O)C2=C(C)C(=O)OC23CCC(C)CC3)cc1 (configuration not stated),-0.5,-2,-7,0.6,-1.1,-1.5,1,-2.9,-1.0,1.9,2

# Sorted by value in NR1D1 modulator (high to low): some entries from above.
SMILES	DAX1 inh-1	PLCb3 inh	HGIII-sPLA2 inh	DAX1 inh-2	ssDAF12 agonist	SMARCA2 act	PG9 binder	hcDAF12 agonist	NR1D1 modulator
COc1ccc(CNC(=O)C2=C(C)C(=O)OC23CCC(C)CC3)cc1 (configuration not stated)	-0.5	-2	-7	0.6	-1.5	1	-2.9	-1.0	2
CCn1c2ccccc2c2cc(NC(=O)C/C(C)=N/NC(=O)c3ccccc3N)ccc21	2.6	-222	3	2.8	-0.4	2	-0.5	1.6	-2
Cc1ccc(NC(=O)CCl)c(C)c1	-2.2	-5	8	-3.8	-1.4	-2	0.0	2.7	-3

# The list goes on:
SMILES,DAX1 inh-1,PLCb3 inh,HGIII-sPLA2 inh,DAX1 inh-2,GAA850 FXN act,ssDAF12 agonist,SMARCA2 act,PG9 binder,hcDAF12 agonist,hgDAF12 agonist,NR1D1 modulator
CN(C(=O)c1ccc2nccnc2c1)C1CCCCC1,1.2,3,1,0.5,1.5,-0.8,-6,-1.6,-0.7,2.6,0
Cc1cc(C)c2c(n1)nn1c(NCCCN(C)C)cc(C)nc21,-0.1,i,-6,-0.7,-0.8,-0.1,-5,-1.8,0.1,0.3,2
CCN(CC(=O)Nc1c(F)cccc1F)C(=O)c1ccc(C2SCCS2)cc1,0.2,-53,-7,-3.1,0.1,-0.9,-3,-0.4,-0.5,0.5,-6
COc1ccc(/C(C)=N/Nc2nc3ccccc3nc2C)cc1,3.9,-15,-3,0.2,3.4,1.1*,2,-1.5,5.8*,2.7,0
CN1CCc2c(sc(N)c2C(=O)c2ccc(Cl)cc2)C1,0.0,-52,18,0.5,2.8,-0.9,-2,1.2,0.1,1.3,-2
CCN(C(=O)Cn1cnc2c1c(=O)n(C)c(=O)n2C)C1CCCCC1,-0.3,-5,6,-0.9,1.2,-1.0,-3,0.4,-0.4,1.5,1
CCOc1ncccc1C(=O)N(CC)CC(=O)Nc1ccc(NC(C)=O)cc1,-0.1,5,7,-0.1,2.6,-1.6,-2,1.7,-2.0,0.3,-1
COc1ccc(C2=NN(C(=O)CSc3ncccn3)C(c3ccc(C)cc3)C2)cc1 (configuration not stated),-0.7,1,-22,-0.5,3.0,-2.1,-2,-2.5,-1.5,-1.9,1
CC1ON=C(c2cccc3ccccc23)N(C)C1=O (configuration not stated),.,0,5,0.8,-1.7,-0.8,0,-0.6,-0.3,2.0,-6
C/C(=N/O)c1c(O)c(C)c(-c2ccccc2)n(-c2ccccc2)c1=O,-0.2,-32,-8,-0.1,-1.0,-1.5,-4,0.7,0.0,-1.0,-2
O=[N+]([O-])/C=C1\CCCCCN1,-0.1,-3,3,-0.2,-1.0,-1.3,0,-1.9,-1.9,1.3,-3
CC1=NN(c2ccc(C(=O)OC(C)C)cc2)C(=O)/C1=C\C=C\c1ccco1,1.3,-5,10,-0.9,0.6,-0.7,-3,-1.8,1.5,2.6,-1
CCCCC(=O)N(C)c1c(C)nc2ccc(C(=O)N(C)CCN(C)C)cn12,.,1,2,-0.5,-0.9,-0.9,1,1.8,-1.1,2.2,5
c1ccc(CO/N=C(\c2ccc(C3CC3)nc2)C2CC2)cc1,0.3,-7,-4,0.7,2.0,-1.4,0,-2.3,-1.4,-1.6,1
Nc1n[nH]c(-c2ccc(Br)cc2)c1Cl,1.7,1,10,-0.6,-0.9,-0.4,1,0.6,0.7,0.0,6
CS(=O)(=O)c1ccc(Cl)c(NC(=O)COC(=O)C23CC4CC(CC(C4)C2)C3)c1,-0.7,-7,-1,-0.9,0.5,-1.2,-2,-1.3,-1.0,1.0,0
Cc1nc(CC(C)C)cc(C(=O)N2CCCC(Nc3ccc(C)c(C)c3)C2)n1 (configuration not stated),-0.1,-2,0,0.6,1.0,0.0,-1,-2.2,-1.1,-1.0,-2
O=C1CCC(C(=O)Nc2cccc(Oc3ccccc3)c2)=NN1,0.3,-2,-8,0.3,1.2,-1.8,3,-0.8,0.0,1.7,0
Cc1cccc(OCC(=O)N(Cc2ccco2)c2c(N)n(Cc3ccccc3)c(=O)[nH]c2=O)c1,-0.2,-15,-5,-1.1,-0.6,-0.7,-1,-0.2,0.4,-1.7,1
COc1ccc(C(=O)N2CCC(C(=O)NCc3ccccn3)CC2)cc1,0.4,0,4,-0.5,0.6,-1.3,-3,1.1,-1.9,-0.9,-1
O=C1N/C(=C\c2ccccc2)c2ccccc21,0.8,-16,0,-0.9,-0.2,-0.5,2,-2.2,0.5,6.0,4
CC(C)(C)c1ccc2c(c1)N(CC(=O)N1CCCC1)C(=O)CO2,2.5,-7,3,-0.1,-0.1,-1.6,-2,-0.5,-2.6,-2.3,5
CCOc1nc(Oc2cccc(C(=O)O)c2)nc(Oc2cccc(C(=O)O)c2)n1,0.9,-1,-4,0.4,-0.1,-0.7,1,0.3,1.6,1.3,3
O=C(CCNC(=O)C1CCN(S(=O)(=O)c2ccc(F)cc2)CC1)NCc1cccc(Cl)c1,0.1,-3,-2,-2.7,-1.3,-1.1,-1,1.1,-0.2,-1.6,1
CC(CN1c2ccccc2Sc2ccccc21)N(C)C (configuration not stated),1.3,-7,0,-1.4,0.5,-0.5,1,-2.0,-0.7,0.8,0&-9
CCC(CC)C(=O)N(C)c1c(C)nc2c(OCc3ccc(C(F)(F)F)cc3)cccn12,.,2,-9,-2.5,-1.1,-1.8,-1,-0.4,-3.3,-3.1,-10
Cc1occc1C(=O)Nc1ccc(S(=O)(=O)N2CCCC2)cc1,-0.5,4,-6,-0.8,1.7,-1.9,2,-3.5,-1.1,2.0,5
CC(C)C[C@@H](CNCC(=O)[C@H](Cc1c[nH]c2ccccc12)NC(=O)c1[nH]cnc1C(=O)N[C@@H](C)CN)NC(=O)c1nc[nH]c1C(=O)N[C@@H](C)C(=O)O,1.2,-30,-19,0.7,4.0,-0.2,-4,-2.1,4.0,2.3,-6
Cc1cc(C)cc(NC(=O)c2cc(Cl)sc2Cl)c1,-0.6,-3,2,0.1,1.5,-1.4,-1,-0.9,-1.8,2.1,0
N=c1ccn(Cc2c(Cl)cccc2Cl)cc1,-3.9,-14,-2,-0.7,0.4,-1.1,-8,0.5,0.7,-3.5,3

# Assay outcomes deposited in PubChem BioAssay by several laboratories.
